STK33 kinase inh = inhibitors of human STK33 kinase | purified STK33, MBP phosphorylation, ADP-Glo luminescence | inhibition, % at 10 µM | 320,000 compounds, 0.073% hits | AID 2661;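 active = inhibition at or above 25%, using the most active replicate where run in duplicate; inactive = inhibition below 25%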
Target sequence (Q9BYT3 whole entry, looked up): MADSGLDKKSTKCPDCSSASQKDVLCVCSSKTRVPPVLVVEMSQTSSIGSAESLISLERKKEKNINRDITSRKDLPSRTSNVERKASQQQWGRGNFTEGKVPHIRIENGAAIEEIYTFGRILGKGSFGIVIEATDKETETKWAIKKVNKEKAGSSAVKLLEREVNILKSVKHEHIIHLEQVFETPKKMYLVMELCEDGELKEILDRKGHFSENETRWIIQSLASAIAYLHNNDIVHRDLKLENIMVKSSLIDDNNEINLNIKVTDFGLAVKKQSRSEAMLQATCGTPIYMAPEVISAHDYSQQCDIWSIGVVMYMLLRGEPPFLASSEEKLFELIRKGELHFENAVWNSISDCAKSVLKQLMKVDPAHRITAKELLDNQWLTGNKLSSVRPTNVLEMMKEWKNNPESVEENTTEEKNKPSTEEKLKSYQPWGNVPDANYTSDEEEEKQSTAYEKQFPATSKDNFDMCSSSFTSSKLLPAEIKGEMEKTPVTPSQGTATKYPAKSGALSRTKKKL
KCNQ2 block = KCNQ2 potassium channel inhibitors, primary screen, cell-based, CHO-K1, FluxOR thallium flux, B-score (AID 2156); 20 min; stronger effect = lower value; B-score at 10 µM; 310,000 compounds, 1.1% hits;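 active = fluorescence ratio B-score at most minus 3 library SDs, with starting brightness B-score within 2 library SDs, cut at about -5.5 in these data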
OX1R antag = OX1R (human) antagonism; OX1R-expressing cells, FRET antagonist read-out; inhibition, % at 6.6 µM; 330,000 compounds, 1.8% hits; AID 485270; in the data active = inhibition mostly above about 38%, no sharp cut-off; inactive = mostly below about 40%;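 note: 0% = agonist challenge alone and 100% = reference antagonist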
Target sequence (O43613 whole entry, looked up): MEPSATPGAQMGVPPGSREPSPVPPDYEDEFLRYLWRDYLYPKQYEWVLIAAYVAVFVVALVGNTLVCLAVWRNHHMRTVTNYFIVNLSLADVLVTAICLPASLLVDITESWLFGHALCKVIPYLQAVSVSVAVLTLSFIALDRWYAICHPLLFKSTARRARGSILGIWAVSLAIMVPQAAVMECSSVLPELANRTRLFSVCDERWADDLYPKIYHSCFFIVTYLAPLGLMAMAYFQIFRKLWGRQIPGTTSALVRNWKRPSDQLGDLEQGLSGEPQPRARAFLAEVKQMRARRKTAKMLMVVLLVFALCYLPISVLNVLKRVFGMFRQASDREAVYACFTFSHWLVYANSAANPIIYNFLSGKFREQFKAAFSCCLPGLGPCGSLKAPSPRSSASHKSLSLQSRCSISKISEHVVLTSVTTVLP
Starred values were filed as active, the others as inactive; i = inactive; / = not tested or not shown. The order is random. Share with any hit: about 2.7%.

STK33 kinase inh,KCNQ2 block,OX1R antag,Structure
-0.3,i,16,Cc1c(-c2ccn[nH]2)cc(NC(=O)c2ccc(Cl)cc2)c(=O)n1N
-1.3,i,46,CN1CCN(/N=C/c2ccc(-c3ccc([N+](=O)[O-])cc3Cl)o2)CC1
-0.3,i,10,Cc1c(Cl)cccc1-n1c(SCC(=O)NCc2cccs2)nnc1-c1ccncc1
-0.2,i,20,Cc1oc(C(=O)O)cc1CSCc1cc(C(=O)O)c(C)o1
-0.3,i,10,C/C(=N\NC(=O)C(O)c1ccccc1)c1ccc(C)s1 (stereo not given)
-0.7,i,34,CN(CC(=O)NCc1ccc(F)cc1)CC(=O)Nc1ccc(Cl)c(C(F)(F)F)c1
-1.7,i,10,COCCn1c(SCC(=O)NCc2ccco2)nc2cccnc21
0.2,i,30,O=C(N/N=C/c1ccoc1)c1cc(Br)ccc1O
-2.3,i,17,CC(=O)Oc1ccc2c(=O)oc(-c3ccccc3)nc2c1
-0.6,i,10,CC(C)(C)NS(=O)(=O)c1ccc(CCC(=O)O)cc1
-0.2,i,8,CN(C)C(=O)c1cn(-c2ccccc2)nc1-c1cc2ccccc2oc1=O
-0.4,i,10,CCc1ccc(NC(=O)Cn2c3[n+](c4c(F)c(F)ccc42)CCCCC3)cc1
0.8,i,21,CC1CCCCC1NC(=S)NC(=O)c1sc2ccccc2c1Cl (stereo not given)
-1.2,i,16,CCOC(=O)C1CCN(C(=O)c2cc(S(=O)(=O)N3CCc4ccccc43)ccc2OC)CC1
-0.2,i,13,Cn1[nH]c(CSc2ccc(Cl)cc2)cc1=O
1.2,i,11,COc1ccc(NC(=O)CCCc2ccc(OC)c(C)c2)cc1
1.1,i,6,O=C(CSc1ccccn1)Nc1ccc(Cl)cn1
0.1,i,3,O=C(NCCOC(=O)c1ccc(C(=O)OCCNC(=O)c2cccnc2)s1)c1cccnc1
-1.0,i,27,Cc1ccnc(NS(=O)(=O)c2ccc(N3C(=O)Nc4ccccc4N3O)cc2)c1
0.7,i,7,Cc1ccc(OCC(=O)Nc2cc(S(=O)(=O)N3CCOCC3)ccc2Cl)c([N+](=O)[O-])n1
-0.3,i,8,O=C1CCCc2[nH]c(-c3ccccc3)nc21
-0.2,i,15,CCOC(=O)c1ccccc1NC(=O)CSc1nc(N)cc(N)n1
3.0,i,30,Cc1cccc(NC(=O)c2cc3ccccc3o2)c1
0.1,i,0,Nc1ccccc1C(=O)NC12CC3CC(CC(C3)C1)C2
-1.0,i,12,O=C(NC1CC(=O)N(c2cccc(F)c2)C1)C(=O)c1c[nH]c2ccccc12 (stereo not given)
-0.2,i,20,O=C(CSc1ncnc2ccccc12)Nc1ccc2c(c1)OCCO2
0.6,i,31,O=c1c2ccccc2nc(-c2ccco2)n1/N=C/c1ccccc1O
-1.8,i,7,CCn1c(COc2ccc(Cl)cc2)nnc1SC1CCc2ccccc2C1=O (stereo not given)
0.0,i,2,CC(C)CCn1c(CN2CC(C)OC(C)C2)nc2c1c(=O)n(C)c(=O)n2C (stereo not given)
-2.8,i,7,O=C(NNC(=O)C1CCN(S(=O)(=O)c2ccc(Cl)cc2)CC1)c1ccncc1
3.2,/,12,COc1ccc(C(=O)Nc2ccc(Br)cn2)cc1S(=O)(=O)N1CCOCC1
1.1,i,13,CCCCOc1ccc(C(O)C(CN2CCOCC2)c2ccccc2)cc1 (stereo not given)
-1.0,i,13,Cc1ccccc1NC(=S)NCC1CCN(C(C)c2ccccc2)C1 (stereo not given)
-0.8,i,-1,Cc1ccc(C(=O)Nc2nc3ccc(S(C)(=O)=O)cc3s2)cc1C
-1.4,i,-6,O=C1C2C3C=CC(C4CC34)C2C(=O)N1c1cccc2ccccc12 (stereo not given)
-1.0,i,6,CCCn1nnnc1SCC(=O)Nc1ccc(F)cc1
-1.2,i,1,CCN1CCN(C(=O)Nc2cc(Cl)ccc2OC)CC1
-1.8,i,8,C/C(=N\NC1=N[C@H]2CS(=O)(=O)C[C@H]2S1)c1ccccc1
-1.3,i,5,CSc1sc(-c2nnc(SCC(=O)Nc3ccc(Cl)cc3)n2C)c2c1C=CCC2
-0.7,i,37,NC(=O)c1ccc(NCCc2ccccc2)c([N+](=O)[O-])c1
0.2,i,21,O=C(c1ccc(Cl)c(Cl)c1)N1CCOCC1
-0.4,-8*,20,CN(C)c1cccc(C(=O)OC(C(=O)Nc2ccc(Cl)cc2C(F)(F)F)c2ccccc2)c1 (stereo not given)
-0.1,i,13,Cc1ccc(C)c(Cn2c(=O)n(CCC(=O)NCc3ccco3)c(=O)c3ccccc32)c1
0.2,i,11,Cc1ccc(S(=O)(=O)N2C(=O)CCC2C(=O)O/N=C(\N)c2ccccc2)cc1 (stereo not given)
0.1,i,13,O=C(CSc1ccc(Cl)cc1)Nc1ncccn1
-0.3,i,11,Cc1ccc(-n2nc(-c3cccnc3)cc2C(=O)N2CCOCC2)c(C)c1
0.1,i,7,C=COC(=O)c1sc2nc(C)cc(C)c2c1N
0.3,i,31,Cc1cc(C)cc(OC(=O)CS(=O)c2ccc(C(F)(F)F)cc2[N+](=O)[O-])c1 (stereo not given)
-0.1,i,43,COc1ccc(NC(=O)N2CCN(c3ccc([N+](=O)[O-])cc3)CC2)cc1OC
0.5,i,21,CCOC(=O)C1CCN(S(=O)(=O)c2ccc(-c3nc4ccccc4s3)s2)CC1
-0.9,i,6,Cc1ccc(C(=O)N/C(=C\c2ccccc2)C(=O)NCCN2CCOCC2)cc1
-0.6,i,11,COc1ccc(C2CC(c3ccccc3)Nc3ncnn32)cc1 (stereo not given)
-0.5,i,9,Cc1ccc(-c2nc(-c3cccnc3)no2)c(C)c1
-1.8,i,27,COc1ccccc1NC(=O)c1ccc2c(c1)nnn2C
-0.3,i,4,CN(C)c1ccc(CNC(=O)c2cc(S(=O)(=O)N3CCCC3)cn2C)cc1
-1.6,i,11,COc1cc(/C=C/C(=O)c2ccc(C)cc2)ccc1OCC#N
-3.1,i,20,COc1ccc(NC(=S)N(CCc2ccc(OC)c(OC)c2)Cc2ccccn2)cc1
0.2,i,40,Cc1cc(=O)oc2ccc(OCC(=O)N3CCc4ccccc43)cc12
-0.1,i,8,CCOc1ccc(NC(=S)Nc2cc(C)[nH]n2)cc1
0.5,i,28,COc1ccc2nc(N=NC3=C(O)CC(C)(C)CC3=O)sc2c1

Later entries
STK33 kinase inh,KCNQ2 block,OX1R antag,Structure
4.1,i,8,COc1cc(OC)c(NC(=O)c2ccco2)cc1Cl
-1.8,i,19,CCN(CC)C(=O)C(C)OC(=O)COc1ccc(Cl)cc1Cl (stereo not given)
-3.1,i,12,CCN1CCN(C(=O)c2cn(CCOC)c(=O)c3c2c2ccccc2n3C)CC1
-1.9,i,11,COc1ccc(CCn2c(C)c(C(C)=O)c3cc(OC(=O)c4ccco4)ccc32)cc1OC
7.7,i,12,N=C1c2ccccc2CN1NC(=O)CC12CC3CC(CC(C3)C1)C2
0.7,i,10,CCOc1ccc(S(=O)(=O)N2CCN(C(=S)NCc3ccco3)CC2)cc1
-0.6,/,-3,CC(C)c1ccc(S(=O)(=O)N2CCN(C(C)C(=O)N3CCCC3)CC2)cc1 (stereo not given)
-0.9,i,10,CCCCCOc1ccc(C(=O)N(Cc2ccco2)C2CCS(=O)(=O)C2)cc1 (stereo not given)
0.5,/,19,Nc1cc(C(=O)O)ccc1Nc1ccc(F)c(F)c1
0.1,i,11,O=C(Nc1oc2ccc(Cl)cc2c(=O)c1-c1ccc(F)cc1)c1ccco1
-0.7,i,0,O=C(c1cccc(COc2ccc(Cl)cc2Cl)c1)N1CCN(c2ccccn2)CC1
-0.3,i,5,CC(=O)N1N=C2/C(=C/c3ccccc3)CCCC2C1c1ccccc1 (stereo not given)
-0.6,i,10,FC(F)Oc1ccc(-c2c[n+]3c(n2-c2ccccc2)CCCCC3)cc1
0.9,/,11,Cc1ccc(C(=O)c2nc(C(=O)NCCO)nc3ccccc23)cc1
-1.6,i,42,Cn1c(NCC(O)c2ccccc2)nc2c1c(=O)n(Cc1ccc(Cl)cc1)c(=O)n2C (stereo not given)
-2.1,i,6,O=C(NCCN1CCOCC1)c1ccc(CSc2nc3ccncc3n2Cc2ccc(F)cc2)cc1
1.0,i,10,COc1ccc(N(C(=O)c2snc(C(N)=O)c2N)C(C(=O)NC2CCCC2)c2ccc(F)cc2)c(OC)c1 (stereo not given)
-1.3,i,3,CCOC(=O)c1ccc(-n2c(C)nc3c(cnn3-c3ccccc3C)c2=O)cc1
-0.3,i,22,CCOC(=O)C1=C(COC(=O)/C=C/c2cc(OC)c(OC)c(OC)c2)NC(=O)NC1C (stereo not given)
-0.5,i,7,O=C(CC12CC3CC(CC(C3)C1)C2)Nc1nncs1
-0.6,/,5,COc1cc(/C=C/C(=O)OCc2csc(CC(=O)Nc3ccc(C)cc3)n2)ccc1OCC#N
0.2,i,33,CN(C)c1ccc(CN2CCC(C(N)=O)CC2)cc1
/,i,4,O=C(CNC(=O)c1ccc(Br)o1)Nc1ccncc1
-1.5,i,2,O=C(CN1C(=O)c2ccccc2S1(=O)=O)NC1CCCCC1
-3.7,i,14,O=C(O)COCC(=O)Nc1ccc(-n2cnnn2)cc1
-0.2,i,44,O=C1CCN(Cc2ccc([N+](=O)[O-])cc2)CCN1[C@H](CO)Cc1ccccc1
1.7,i,9,CCOc1ccc(-c2nc(C#N)c(N3CCN(C)CC3)o2)cc1
1.5,i,44,CCOc1ccc2nc(N=NC3=C(O)CC(C)(C)CC3=O)sc2c1
-2.1,i,26,Cc1sc(NC(=O)c2cccs2)nc1-c1ccccc1
-1.2,i,19,CC(=O)Nc1ccc(-c2csc(NC(=O)CC(NC(C)=O)c3ccccc3)n2)cc1 (stereo not given)
-0.1,i,38,O=C(c1cccc(Oc2ccc([N+](=O)[O-])cc2)c1)N1CCOCC1
-2.4,i,33,O=C(O)c1ccccc1C(=O)c1ccc(N2CCOCC2)c([N+](=O)[O-])c1
0.4,i,7,COc1ccc2cc3c(N)nn(C(=O)c4cccc(F)c4)c3nc2c1
-1.3,i,19,COc1ccc(-c2cc(C(=O)NCc3ccccc3)no2)cc1OC
0.2,i,5,CN=C(C)/C(C(=O)OC)=C(/O)c1c(F)cccc1F
-1.9,i,15,O=C(NCC(=O)N(Cc1cccs1)C(C(=O)NC1CCCC1)c1ccncc1)c1ccco1 (stereo not given)
-2.3,/,3,CCN(CC(=O)Nc1ccc(OC)cc1)C(=O)c1ccc2ccccc2c1
-1.1,i,10,CC(=O)Nc1ccc(NC(=O)CSc2nnc(-c3cccs3)n2C)cc1
0.2,i,12,Nc1c(C(=O)N2CCCCCC2)oc2ccccc12
0.1,i,17,COc1ccc(OC)c(/C=N/NC(=O)CNC(=O)c2ccc(S(=O)(=O)N3CCOCC3)cc2)c1
-0.6,/,10,C/C(=N\NC(=O)COc1ccc([N+](=O)[O-])cc1)c1ccco1
0.3,/,6,Cc1ccc(CN2[C@@H](Cc3ccccc3)C(=O)CS2(=O)=O)cc1
-0.9,i,22,CCCCn1nc2cc(C(=O)NCc3ccc(OC(F)(F)F)cc3)ccc2c1OC
2.1,i,13,CS(=O)(=O)N(CC(=O)NCCSc1ccccn1)c1ccc(F)cc1
-0.8,i,8,Cc1cc(C(=O)NCc2ccccc2F)cs1
0.7,i,15,COc1ccc(CNC(=O)CSc2ncn[nH]2)cc1
-0.7,i,13,CCOc1ccccc1NC(=O)c1ccccc1-c1nc(-c2ccccc2)no1
-0.3,i,6,CC(=O)c1cccc(NC(=O)COC(=O)c2cccc(N3C(=O)c4ccccc4C3=O)c2)c1
-1.5,i,46,COC(=O)c1ccc(COC(=O)c2ccc(SC)cc2OC)cc1
-2.4,i,9,Cc1cc(C)nc(SCc2nnc(SCC(=O)Nc3cc(C(F)(F)F)ccc3Cl)o2)n1
-1.8,i,11,Cc1cc(F)ccc1NS(=O)(=O)c1c(C)nc2scc(C)n2c1=O
-0.1,i,0,Cc1nnc(SCC(=O)N2CCN(S(=O)(=O)c3ccc(Cl)cc3)CC2)[nH]c1=O

Compound activity (PubChem)
